TEAD-YAP block: TEAD-YAP interaction inhibition. HEK-TIYL cells, TEAD-Gal4/YAP UAS-luciferase luminescence. AID 1259422. inhibition, % at 9.12 µM. 1.4% of 640,000 active; in the data active = inhibition above about 32%;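 also: 0% = median of test compound wells and 100% = reference inhibitor wells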
MITF primary: human MITF inhibition, primary screen. 0.91% of 650,000 active. O75030. inhibition, % at 2.6 µM. AlphaScreen MITF homodimerization, bead proximity signal; in the data active = inhibition above about 50%;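 also: 0% = vehicle wells with protein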
Target sequence (O75030 whole entry, looked up): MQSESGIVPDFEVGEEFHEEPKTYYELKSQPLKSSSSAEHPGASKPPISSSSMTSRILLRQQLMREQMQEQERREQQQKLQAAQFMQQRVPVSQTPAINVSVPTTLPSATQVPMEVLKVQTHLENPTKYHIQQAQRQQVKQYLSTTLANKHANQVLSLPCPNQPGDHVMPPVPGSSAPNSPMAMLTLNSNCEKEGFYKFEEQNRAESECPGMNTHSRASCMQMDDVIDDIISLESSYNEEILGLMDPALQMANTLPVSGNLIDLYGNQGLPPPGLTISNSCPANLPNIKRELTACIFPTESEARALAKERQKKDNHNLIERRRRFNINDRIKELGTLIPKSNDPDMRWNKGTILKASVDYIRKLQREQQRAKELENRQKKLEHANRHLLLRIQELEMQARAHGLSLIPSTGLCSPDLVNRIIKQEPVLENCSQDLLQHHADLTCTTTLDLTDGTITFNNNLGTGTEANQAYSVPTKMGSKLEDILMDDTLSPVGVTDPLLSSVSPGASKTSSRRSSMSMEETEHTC
FBW7 activator: human FBW7 E3 ligase activation, primary screen | AID 1259310 | normalized activity (activation), % at 26.1 µM | Q969H0 | 0.13% of 650,000 active | AlphaScreen FBW7–phospho-cyclin E peptide binding, activator screen; in the data active = normalized activity above about 1.9%;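 also: purified mutant Fbw7 with reduced substrate affinity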
GPR151 activ: activates the human receptor GPR151; activation, % at 11.2 µM; 1% of 650,000 active; PathHunter beta-arrestin GPR151 cells, luminescence; Q8TDV0; in the data active = activation above about 4.9%;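 also: 0% = median of compound wells and 100% = cells with positive control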
Target sequence (Q8TDV0 whole entry, looked up): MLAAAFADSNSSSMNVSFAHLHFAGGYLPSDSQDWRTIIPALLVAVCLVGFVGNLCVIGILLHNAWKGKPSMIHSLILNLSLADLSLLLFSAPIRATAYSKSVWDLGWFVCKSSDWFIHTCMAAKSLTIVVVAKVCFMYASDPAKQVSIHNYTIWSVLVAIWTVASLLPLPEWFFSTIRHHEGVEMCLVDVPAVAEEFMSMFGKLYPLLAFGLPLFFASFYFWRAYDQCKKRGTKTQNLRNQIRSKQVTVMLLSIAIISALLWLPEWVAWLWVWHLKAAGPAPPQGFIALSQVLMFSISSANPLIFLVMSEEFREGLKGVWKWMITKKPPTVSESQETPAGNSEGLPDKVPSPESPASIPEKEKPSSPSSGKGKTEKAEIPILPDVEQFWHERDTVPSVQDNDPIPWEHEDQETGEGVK
The depositor's hits bear a star; x = no result given; & = joins results of further samples.

Sample of the layout, 10 compounds:
mol	TEAD-YAP block	MITF primary	FBW7 activator	GPR151 activ
O=C(Cc1cc2ccccc2[nH]1)N/N=C/C1CC=CCC1 (centres undefined)	3	0	0.0	-0.1
Cc1ccc(-n2c(-c3cnccn3)n[nH]c2=S)cc1	6	5	-0.1	-1.9
CC(C)NC(=O)C1CCN(Cc2cccc(OCc3ccccc3)c2)CC1	5	57*	0.6	-0.2
COc1ccc(C2Nn3c(C)nnc3SC2C(=O)Nc2ccc(F)cc2)cc1Cl (centres undefined)	0	-7	0.1	-0.1
Cn1c(-c2ccc(S(=O)(=O)N3CCCC3)cc2)csc1=Nc1ccc(Cl)c(Cl)c1	-2	0	-0.1	1.4
Cc1cc(NC(=O)CSc2nc3ccsc3c(=O)n2-c2ccc(F)cc2)no1	-11	-2	-0.1	1.4
C/C(Cl)=C/Cn1c(NNC=O)nc2c1c(=O)[nH]c(=O)n2C	-4	1	-0.2	0.2
CCCCN1C(=O)c2cccc3c(NC(=O)Cc4ccc(OC)c(C)c4)ccc1c23	7	4	0.6	2.8
O=C(Cc1ccccc1)NCc1nnc2n1CCN(Cc1cccc3ncccc13)CC2	-2	-6	0.0	1.1
O=C(N/N=C/c1ccccc1O)c1ccn(Cc2ccc(Cl)cc2)n1	12	13	-0.1	1.7

The list itself, previewed entries included:
mol	TEAD-YAP block	MITF primary	FBW7 activator	GPR151 activ
O=C(Cc1cc2ccccc2[nH]1)N/N=C/C1CC=CCC1 (centres undefined)	3	0	0.0	-0.1
Cc1ccc(-n2c(-c3cnccn3)n[nH]c2=S)cc1	6	5	-0.1	-1.9
CC(C)NC(=O)C1CCN(Cc2cccc(OCc3ccccc3)c2)CC1	5	57*	0.6	-0.2
COc1ccc(C2Nn3c(C)nnc3SC2C(=O)Nc2ccc(F)cc2)cc1Cl (centres undefined)	0	-7	0.1	-0.1
Cn1c(-c2ccc(S(=O)(=O)N3CCCC3)cc2)csc1=Nc1ccc(Cl)c(Cl)c1	-2	0	-0.1	1.4
Cc1cc(NC(=O)CSc2nc3ccsc3c(=O)n2-c2ccc(F)cc2)no1	-11	-2	-0.1	1.4
C/C(Cl)=C/Cn1c(NNC=O)nc2c1c(=O)[nH]c(=O)n2C	-4	1	-0.2	0.2
CCCCN1C(=O)c2cccc3c(NC(=O)Cc4ccc(OC)c(C)c4)ccc1c23	7	4	0.6	2.8
O=C(Cc1ccccc1)NCc1nnc2n1CCN(Cc1cccc3ncccc13)CC2	-2	-6	0.0	1.1
O=C(N/N=C/c1ccccc1O)c1ccn(Cc2ccc(Cl)cc2)n1	12	13	-0.1	1.7
CN(N)c1nc(-c2ccccc2)cc(-c2ccccc2)n1	1	12	0.1	1.3
COc1cccc(OCCCOc2ccccc2[N+](=O)[O-])c1	5	22	0.2	0.7
COc1ccc(N=Cc2ccc3c(c2)OCCO3)cc1	-12	0	-0.2	-0.1
CCOC(=O)C1=C(C)OC(N)=C(C#N)C1c1ccccc1OC (centres undefined)	-1	10	-0.2	-1.4
CCOCc1ccc2c(c1)C1c3ccccc3C2c2ccccc21	-8	8	-0.1	-0.7
Cc1cnc(N2CCN(Cc3ccc4c(c3)OCO4)CC2)nc1NCc1cccc(C(F)(F)F)c1	1	8	-0.1	2.0
COc1cc(Nc2ccc(-n3cc(CC(=O)NCc4cccnc4)c4ccccc43)nn2)cc(OC)c1OC	2	-1	-0.1	0.3
CCc1ccccc1OCC(=O)Nc1cccc(C)c1	-19	13	0.7	-0.2
O=C(Nc1ccc2c(c1)OCCO2)C(c1ccccc1)c1ccccc1	-15	-6	-0.2	3.8
O=C(C1CCN(S(=O)(=O)c2ccc(Cl)cc2)CC1)N1CCc2ccccc2C1	-10	-3	-0.2	0.5
CCc1nc(CN2Cc3cc(Cl)ccc3OC(C)C2)c(C)[nH]1 (centres undefined)	-7	3	-0.1	-0.4
COc1ccc2oc(=O)c(-c3nnc(-c4cccc(F)c4)o3)cc2c1	23	-14	0.0	-0.2
Cc1[nH]nc2nc(SCC(=O)N3CCC(C)CC3)n(-c3cccc(Cl)c3)c(=N)c12	-14	6	0.1	0.6
Cc1ccc(N2C(=O)CC(N3CCN(c4nc5ccccc5s4)CC3)C2=O)c(C)c1 (centres undefined)	4	-7	-0.1	1.4
O=C(O)CCCN=Cc1c(O)[nH]c2ccccc12	-2	-4	-0.1	-1.4
CCc1ccc(C2=NC(c3ccc(OC)c(Br)c3)NC(c3cc(Br)ccc3O)C2)cc1 (centres undefined)	8	11	0.2	0.1
O=[N+]([O-])c1nn(-c2cccc(Cl)c2)n(O)c1=NCc1ccc(F)cc1Cl	-15	28	1.6	-1.7
COC(=O)c1ccc2c(=O)n3nc(Nc4cccc(C)c4)sc3nc2c1	0	-3	0.0	1.7
COc1ccc(CN2C(=O)C3(OCCCO3)c3cc(C)ccc32)cc1	1	-7	-0.1	-2.0
NC(=O)c1nc(-c2ccc(F)cc2)nc2c1[nH]c(=O)n2-c1cccc(Cl)c1	-2	6	1.1	-0.5
CCOc1ccc(-n2cc(-c3ccccc3)c3c(NC4CCCC4)ncnc32)cc1	5	13	0.0	4.0
COC(=O)c1c(-c2cccc(OC)c2)csc1N	-13	-4	-0.2	1.2
O=C1OC(c2ccc(Cl)c([N+](=O)[O-])c2)=N/C1=C\c1ccccc1Br	7	5	-0.1	-0.3
CCOC(=O)c1[nH]c(CBr)c(C(=O)OCC)c1C	-7	8	0.0	2.0
CCOc1ccccc1-c1nc(-c2ccc(NC(=O)c3ccco3)cc2)no1	-43	3	-0.1	1.4
COc1ccccc1CNC(=O)CN1CCN(Cc2ccc(Cl)cc2)C1=O	-2	-9	-0.1	0.7
COc1ccc(-n2nnnc2CN2CCN(C(=O)c3ccc(F)cc3F)CC2)cc1	0	12	0.0	0.4
COc1ccc(NC(=O)COC(=O)c2cc3ccccc3cc2OC)cc1Cl	2	8	0.0	0.4
CC(=O)NCCn1c(SCC#N)nc2ccccc2c1=O	0	-7	0.0	-0.7
O=C(CC(NCCC1=CCCCC1)C(=O)O)Nc1ccccc1 (centres undefined)	-13	-14	-0.1	0.5
O=C(NCCn1ccc2ccccc21)c1ccc([N+](=O)[O-])cc1	-48	-12	0.0	-0.4
COc1ccc(/C=N/NC(=O)Cn2ccnc2C)cc1OC	9	18	0.1	4.5
CS(=O)(=O)N1CCN(C(=O)c2ccccc2F)CC1	6	3	0.1	0.8
CCCCCOc1ccc(C(=O)c2nc3c(n2O)CCCCC3)cc1	-1	13	-0.1	-0.7
CCCOc1ccc(C(=O)Nc2ccc(-c3nc4cc(Cl)ccc4o3)cc2)cc1	-6	14	-0.2	0.1
COc1ccc(/C=N/NC(=O)CSCc2ccccc2C)cc1	4	-7	-0.1	0.3
CCC(C)NS(=O)(=O)c1c[nH]c(C(=O)OC)c1 (centres undefined)	-5	-2	0.1	1.9
CCCn1nnc(NC(=O)c2ccc(OCC)c([N+](=O)[O-])c2)n1	-7	12	1.2	-1.0
Nc1nonc1-n1nnc(C(=O)N/N=C/c2ccc(O)cc2)c1CN1CCc2ccccc21	6	13	-0.1	-0.2
COc1ccc(C2C3CN(C(C)=O)CC=C3C(C#N)=C(N)C2(C#N)C#N)c2ccccc12 (centres undefined)	-9	10	0.1	-0.8
N/C(=N\O)c1ccc(Cn2cc(C(F)(F)F)ccc2=O)cc1	4	13	0.4	-0.8
CC1=C(CC(=O)O)c2cc(F)ccc2/C1=C\c1ccc(S(C)=O)cc1 (centres undefined)	2&0	-6&-18&-3&-15&16&2	0.1&-0.1&-0.1&0.7&0.0	0.4&-1.3&0.9&0.4&1.9&-0.3
COc1cc(CN2CCN(CC=C(C)C)C(CCO)C2)ccc1O (centres undefined)	-6	6	0.0	-1.9
CC(=O)OC[C@H]1O[C@H](C#Cc2ccc(C(C)(C)C)cc2)C=C[C@@H]1OC(C)=O	x	-2	-0.2	0.4
COc1cccc(Nc2c([N+](=O)[O-])cncc2[N+](=O)[O-])c1	7	-5	-0.2	-0.8
CCc1ccc(NC(=O)c2cc3n(n2)C(C(F)(F)F)CC(c2ccc(Cl)cc2)N3)cc1 (centres undefined)	2	1	-0.2	-0.8
COc1ccc(C(c2nnnn2C(C)(C)C)N2CCN(C(=O)c3ccco3)CC2)cc1 (centres undefined)	-9	10	0.0	0.6
O=c1c2cn[nH]c2nc(SCc2ccccn2)n1-c1cccc(C(F)(F)F)c1	1	-1	-0.1	1.9
CC(=O)CCc1ccc(OCC(=O)NC2CCCC(C)C2C)cc1 (centres undefined)	-9	-12	0.2	-0.7
COc1ccc(N(CC(=O)NC(C)(C)C)S(=O)(=O)c2ccccc2)cc1	-19	-8	0.0	0.6

Next section
mol	TEAD-YAP block	MITF primary	FBW7 activator	GPR151 activ
CC(C(=O)O)N1C(=O)/C(=C/c2ccccc2F)SC1=S (centres undefined)	5	14	-0.1	2.1
CCOc1ccccc1NC(=O)CC(c1ccc(OC)cc1)N1Cc2ccccc2C1=O (centres undefined)	4	10	0.4	0.3
OCCNc1nccn2c(-c3cccc(F)c3)cnc12	-21	-2	0.2	-1.0
CC(C)[C@@H]1NC(=O)[C@H]2CN(C(=O)c3cc(F)c(F)cc3F)CCN2C1=O	-2	-22	0.1	1.4
CCCCCOc1ccccc1/C=C1\SC(=O)NC1=O	9	-1	-0.1	-0.9
CCOc1cccc(/C=N/NC(=O)c2cc(-c3ccco3)[nH]n2)c1O	39*	29	-0.5	2.1
C=CCn1c(SCC(=O)NCCO)nc2sc3c(c2c1=O)CCCC3	16	7	0.0	2.9
COc1ccc(-c2cnn3c(NCCCN4CCOCC4)ccnc23)c(OC)c1	-6	-13	-0.1	-0.4
O=C1CSC(c2cccc(C(F)(F)F)c2)N1c1ccc(Oc2ccccc2)cc1 (centres undefined)	-5	3	0.1	1.1
COc1ccc(C2CN(Cc3ccccc3)CC2c2nc3ccc(-c4cn[nH]c4)cc3[nH]2)cc1 (centres undefined)	-2	-12	-0.2	0.6
CSc1nnc(-c2ccc(NC(=S)NN)cc2)o1	-15	-6	-0.2	-0.7
COc1cc2c(cc1OC)n(CC(=O)NCc1ccccc1Cl)n1c(C)cc(=O)nc21	-1	2	-0.1	-1.0
CC(C)CN1C(=O)C(=O)/C(=C(\O)c2ccc(Cl)cc2)C1c1ccccn1 (centres undefined)	-18	12	0.4	-1.2
COc1ccc(-c2nc(CSCC(=O)N(C)Cc3ccccc3)c(C)o2)cc1OC	-16	-9	0.2	-0.7
CNC(=O)[C@@H]1C[C@H](NCc2ccc(OC)c(C)c2)CN1Cc1ccccc1	-5	6	0.2	-1.2
Cc1ccc(-n2nc3c(c2NC(=O)/C=C\c2ccc4c(c2)OCO4)CS(=O)(=O)C3)c(C)c1	7	11	-0.1	-1.5
CC1(C)CC(=O)C2=C(C1)N(c1cccc(Cl)c1Cl)C1=C(C(=O)CC(C)(C)C1)C2c1ccc(Br)cc1	-11	17	0.0	1.7
COC(=O)C1=C(C)NC(C)=C(C(=O)OC)C1c1ccccc1[N+](=O)[O-]	-5&9&13	-3&-2&-3&-3&18	-0.1&-0.1&-0.2&0.0&0.0	0.1&-0.3&1.2&-0.6&-0.3
COc1ccc(CNC(=O)c2noc(C(C)C)c2[N+](=O)[O-])cc1	-4	6	-0.2	-0.7
CC(=O)NCc1c(Cl)cccc1-n1cccc1	-5	23	0.2	-1.4
COC(=O)C1=C(C)NC(C)=C(C(=O)OC)C1c1cn(-c2ccccc2)nc1-c1ccc(OC)c(Cl)c1	-3	1	-0.1	2.2
Cc1nn(C)c(C)c1-c1nc(Nc2ccc(Oc3ccccc3)cc2)c2ncn(Cc3ccc(C(F)(F)F)cc3)c2n1	-11	-5	0.1	1.4
COc1ccc(CCNC(=O)c2nc(-c3ccncc3)no2)cc1OC	4	2	-0.2	-1.1
CC(C)N1CCNC(=O)C1CC(=O)N(C)Cc1cccc(C(F)(F)F)c1 (centres undefined)	0	4	-0.1	-0.2
CCCS(=O)(=O)N1CCCc2ccc(NS(=O)(=O)c3ccc(OC)c(C)c3)cc21	5	3	0.2	-0.7
O=S1(=O)CCN2N=C(C34CC5CC(CC(C5)C3)C4)SC2=N1	-5	-4	0.0	0.3

Screens (PubChem)
